High-throughput results from PubChem.
IDE cell inh – inhibits human insulin-degrading enzyme in HEK cells. P14735. FAbetaB cleavage, fluorescence polarization. inhibition, % at 5.59 µM. 0.41% of 320,000 active. AID 434962;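 active = percent inhibition above the average of all tested compounds plus 3 SD, set per screening campaign, cut at about 16% in these data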;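 also: IDE supplied by intact live HEK cells; FP after avidin binding of uncleaved biotin substrate so inhibition keeps polarization high; 0% = DMSO wells and 100% = 60 µM reference IDE inhibitor Ii1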
GalR3 antag – blocks the human galanin receptor 3; HEK293 GalR3-CNG cAMP membrane potential fluorescence; galR3 body fused to GalR1 C-terminus; O60755; 0.44% of 360,000 active; inhibition, % at 3 µM; AID 651719;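 active = inhibition above the screen-wide average plus 3 SD, cut at about 13% in these data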;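 also: forskolin and galanin both at EC90 stimulate the cells; cAMP rise reported by CNG channel membrane potential dye signal; 0% = forskolin plus galanin with DMSO and 100% = forskolin alone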
HCV NS3 hel inh – inhibitors of Hepatitis C virus NS3 helicase; inhibition, % at 10.9 µM; 0.56% of 290,000 active; NS3 helicase DNA unwinding, Cy5 molecular beacon fluorescence;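 active = inhibition above the mean of all tested compounds plus 3 SD, set per campaign, cut at about 35% in these data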;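 also: 0% = DMSO wells and 100% = thioflavine S control wells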
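Assay system: hepatitis C virus NS3 helicase domain fragment enzyme. Also added: annealed dual-labelled DNA beacon duplex, ATP-started. Timing: 1 h reaction at 25 °C, ATP-initiated. Technique: Cy5 fluorescence at 0 and 60 min, beacon hairpin quenching. Evaluation: % inhibition of unwinding. Replication: one well per compound.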
VIM-2 inh – inhibitors of Pseudomonas aeruginosa VIM-2 metallo-beta-lactamase; purified VIM-2, nitrocefin hydrolysis, epi-absorbance fluorescence; inhibition, % at 5.6 µM; 0.89% of 290,000 active; AID 1527;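 active = inhibition above the mean of all tested compounds plus 3 SD, cutoff set per screening run, cut at about 7.5% in these data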;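 also: red hydrolysis product quenches plate fluorescence so inhibitors raise well fluorescence; 0% = enzyme with DMSO and 100% = DMSO without enzyme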
CRFR2-BP antag – antagonists of CRF-binding protein/CRF-R2 receptor complex; HEK293 CRF-R2/CRF-BP, CRF-induced calcium fluorescence; inhibition, % at 11.8 µM; 0.59% of 350,000 active;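 active = inhibition of the ligand-induced calcium signal above about 50% at the single tested concentration, limit read from the data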
p-CIP stab down – p/CIP protein destabilization; F442A p/CIP-EGFP cells, EGFP fluorescence, 16 h; decrease of EGFP signal, % at 10 µM; 0.01% of 290,000 active;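 active = EGFP signal decrease of at least 30% at 10 µM or well 3 SD below plate mean, unless failing retest; inactive = the rest, including hits failing retest or dose response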; also: some compounds called inactive have numbers as strong as hits; many of its hits are not listed in these tables
Target sequence (Q05BA5 1-1403): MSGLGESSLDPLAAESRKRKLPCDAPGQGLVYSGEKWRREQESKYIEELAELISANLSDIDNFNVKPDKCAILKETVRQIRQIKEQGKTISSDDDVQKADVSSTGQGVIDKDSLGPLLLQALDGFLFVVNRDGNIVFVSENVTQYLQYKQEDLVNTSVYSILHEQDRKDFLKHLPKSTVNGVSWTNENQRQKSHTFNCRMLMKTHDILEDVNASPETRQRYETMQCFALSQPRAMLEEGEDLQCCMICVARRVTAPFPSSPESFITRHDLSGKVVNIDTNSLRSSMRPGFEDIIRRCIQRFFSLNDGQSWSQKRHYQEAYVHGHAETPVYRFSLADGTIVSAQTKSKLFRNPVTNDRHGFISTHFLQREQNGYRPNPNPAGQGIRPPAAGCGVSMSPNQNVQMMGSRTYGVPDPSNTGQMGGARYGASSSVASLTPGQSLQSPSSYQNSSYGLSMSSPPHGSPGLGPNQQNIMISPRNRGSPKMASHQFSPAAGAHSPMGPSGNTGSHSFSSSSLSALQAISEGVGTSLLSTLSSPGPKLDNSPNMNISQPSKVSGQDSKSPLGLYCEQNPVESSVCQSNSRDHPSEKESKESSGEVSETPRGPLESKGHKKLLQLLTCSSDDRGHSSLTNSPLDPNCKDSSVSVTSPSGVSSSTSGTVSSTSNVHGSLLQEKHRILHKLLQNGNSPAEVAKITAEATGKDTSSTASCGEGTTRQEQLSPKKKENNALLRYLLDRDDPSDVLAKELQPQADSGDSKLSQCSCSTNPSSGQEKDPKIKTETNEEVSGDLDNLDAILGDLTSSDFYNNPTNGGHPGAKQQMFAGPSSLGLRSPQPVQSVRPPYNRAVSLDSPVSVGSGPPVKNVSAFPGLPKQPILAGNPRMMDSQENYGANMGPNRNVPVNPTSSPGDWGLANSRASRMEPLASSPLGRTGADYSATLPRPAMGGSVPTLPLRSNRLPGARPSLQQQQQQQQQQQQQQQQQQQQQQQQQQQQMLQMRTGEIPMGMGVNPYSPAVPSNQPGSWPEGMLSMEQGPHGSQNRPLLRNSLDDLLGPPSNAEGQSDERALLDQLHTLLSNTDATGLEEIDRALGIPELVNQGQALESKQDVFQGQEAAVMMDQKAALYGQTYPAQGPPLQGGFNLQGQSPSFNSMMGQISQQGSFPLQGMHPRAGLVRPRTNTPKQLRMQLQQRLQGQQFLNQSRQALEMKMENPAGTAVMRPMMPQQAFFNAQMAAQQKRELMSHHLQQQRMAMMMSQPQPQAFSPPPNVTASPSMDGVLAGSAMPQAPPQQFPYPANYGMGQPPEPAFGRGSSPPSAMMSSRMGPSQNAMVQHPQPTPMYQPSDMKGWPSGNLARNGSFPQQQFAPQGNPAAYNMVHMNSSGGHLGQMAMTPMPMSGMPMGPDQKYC
SUMO HTRF inh – SUMOylation inhibition; P63279; HTRF SUMOylation assay, SAE1/SAE2 + UBC9, in vitro; inhibition, % at 35 µM; 0.36% of 290,000 active; AID 2006; in the data active = inhibition above about 50%, passing the limit was not always enough; also: strong numbers were not always called active
IDE act – boosts human insulin-degrading enzyme activity in HEK cells; P14735; FAbeta-B cleavage, fluorescence polarization; 0% vehicle, 100% cell-free pure enzyme wells; activation, % at 5.96 µM; 0.073% of 340,000 active; AID 493087;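 active = activation above the mean of all tested compounds plus 3 SD, set per screening campaign, cut at about 17% in these data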
IMP-1 inh – inhibitors of Pseudomonas aeruginosa IMP-1 metallo-beta-lactamase; purified IMP-1, nitrocefin hydrolysis, epi-absorbance fluorescence; inhibition, % at 5.6 µM; 0.45% of 290,000 active; AID 1556;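 active = inhibition above the mean plus 3 SD of all compounds in the same screening run, cut at about 4.5% in these data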;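 also: 0% = IMP-1 with DMSO and 100% = DMSO wells lacking enzyme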
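system = purified recombinant IMP-1 beta-lactamase | amount = 0.2 nM IMP-1, as dispensed | medium = HEPES buffer pH 7.1 with ZnSO4 and Brij 35 | times = 25 °C, 15 min preincubation, 25 min reaction | detection = plate fluorescence quenching by hydrolysis product, ex 480/em 530 nm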
Starred values were filed as active, the others as inactive; · = not tested or not shown. Outcome played no part in choosing rows; any-hit rate near 3.2%.

Start of the listing, in advance (3 entries):
cpd	SMILES	p-CIP stab down	IDE act	IDE cell inh	GalR3 antag	VIM-2 inh	SUMO HTRF inh	CRFR2-BP antag	HCV NS3 hel inh	IMP-1 inh
1	COC(=O)Cn1c(CCS(=O)(=O)c2ccc(Cl)cc2)nc2ccccc21	11	5	-12	0	-2.9	3	-9	1	-1.5
2	Cc1ccc(C(=O)/C=C/c2cn(CN3CCN(C)CC3)c3ccccc23)cc1	7	-5	5	-4	-3.6	-21	8	-8	-2.7
3	COc1ccc(C(=O)N2CCC(C(=O)N3CCN(Cc4ccccc4)CC3)CC2)cc1	-7	-3	-2	3	-1.6	16	2	-3	-1.1

The listing, repeating the preview:
cpd	SMILES	p-CIP stab down	IDE act	IDE cell inh	GalR3 antag	VIM-2 inh	SUMO HTRF inh	CRFR2-BP antag	HCV NS3 hel inh	IMP-1 inh
1	COC(=O)Cn1c(CCS(=O)(=O)c2ccc(Cl)cc2)nc2ccccc21	11	5	-12	0	-2.9	3	-9	1	-1.5
2	Cc1ccc(C(=O)/C=C/c2cn(CN3CCN(C)CC3)c3ccccc23)cc1	7	-5	5	-4	-3.6	-21	8	-8	-2.7
3	COc1ccc(C(=O)N2CCC(C(=O)N3CCN(Cc4ccccc4)CC3)CC2)cc1	-7	-3	-2	3	-1.6	16	2	-3	-1.1
4	CSc1ccccc1OCc1cc(C(=O)NCC(C)(C)N2CCOCC2)no1	-9	3	14	3	-1.7	-3	3	0	-4.5
5	COc1ccc(O)cc1	·	-3	5	-7	·	·	-3	·	·
6	COc1ccccc1C(=O)CC(=O)C(=O)Nc1cccc([N+](=O)[O-])c1C	-5	0	0	-8	0.3	-2	-29	37*	-2.2
7	O=C(O)CCCCCNC(=O)C(=O)C1C(=O)Nc2ccccc21 (stereo not given)	4	6	-6	-2	-1.6	14	-5	-6	-0.1
8	O=C(NCc1ccccc1)C(c1ccco1)N(C(=O)c1csnn1)c1ccccc1F (stereo not given)	-7	-1	3	-6	-4.0	0	10	0	-3.7
9	COc1cc(/C=C2/C(=O)NN(c3ccc(C)c(Cl)c3)C2=O)cc([N+](=O)[O-])c1O	2	-5	·	-12	-7.4	-10	11	37*	-6.3
10	Cc1ccc(Cl)cc1NS(=O)(=O)c1ccc2oc(=O)ccc2c1	20	2	8	-9	-4.4	1	-11	-5	-6.3
11	CCNC(=O)COc1cccc2ccccc12	10	7	7	-4	-3.5	-4	3	-5	-3.0
12	Cc1ccc(N2CC(C(=O)OCC(=O)Nc3ccccc3F)CC2=O)cc1 (stereo not given)	-10	3	-2	-6	-1.5	14	-5	-13	-0.7
13	S=C(NCC1CCCO1)N1CCN(c2ccccc2)CC1 (stereo not given)	10	9	-4	-5	-3.6	6	-4	-9	-0.7
14	c1ccc(-n2ncc3c(NC4CCCCCC4)ncnc32)cc1	2	3	7	-3	·	-11	-25	·	·
15	Cc1ccc(SCCC(=O)Nc2c(C)n(C)n(-c3ccccc3)c2=O)cc1	-2	0	-2	-5	-2.1	9	-4	3	-1.3
16	C=CCNC(=O)C1=NN(c2c(F)c(F)cc(F)c2F)C(=O)CC1	-6	-2	-1	-7	-0.3	-1	-8	12	-0.4
17	O=C(COC(=O)CNC(=O)C1CCCCC1)Nc1ccc(F)c([N+](=O)[O-])c1	·	4	-2	-7	·	·	-3	·	·
18	COc1ccc(C2/C(=C(/O)c3ccccc3)C(=O)C(=O)N2c2ccccn2)cc1OC (stereo not given)	-4	1	-2	-3	-0.1	10	10	6	-0.8
19	O=C(CN(Cc1ccccc1)C(=O)CCC(=O)Nc1ccccn1)NCc1ccc(F)cc1	-9	-2	-4	0	-3.2	11	-1	1	-4.5
20	COc1ccc(N(CN2C(=O)c3ccccc3C2=O)C(=O)C(C)C)cc1	-8	3	3	-3	0.0	6	5	6	-1.7
21	CN(C)c1ccc(NC(=S)c2ccc3ccccc3n2)cc1	9	-1	3	3	0.4	5	-21	-1	-2.1
22	COc1ccc(Nc2c3c(nc4ccccc24)CCCC3)cc1OC	7	-1	3	-4	16*	-1	4	-9	-3.3
23	CCN(CC(=O)Nc1c(F)cccc1F)C(=O)CCC(=O)c1ccc(F)cc1	·	0	2	-2	·	·	-6	·	·
24	CCc1nc2ccccc2c(C(=O)OCC(=O)NCc2ccc3c(c2)OCO3)c1C	-7	0	-1	-5	-3.2	-25	4	-4	-2.9
25	C#Cc1ccc(C(=O)Nc2cc(C(N)=O)ccc2N2CCOCC2)cc1	-4	-4	-3	-2	-2.4	38	-25	-4	-2.6
26	C/C(=N\NC(=O)C(=O)Nc1c(C)n(C)n(-c2ccccc2)c1=O)c1ccncc1	-6	7	3	-1	-3.8	17	-4	-6	-1.9
27	CCN(CC)c1nc2ccccc2n2cnnc12	-16	3	-1	-3	4.7	1	3	-1	-3.2
28	CCOC(=O)C1C(=O)NC(c2ccccc2)=NC1c1ccc(F)cc1 (stereo not given)	-14	3	3	-1	-1.2	3	-5	0	-0.6
29	COc1ccccc1NC(=O)CN1CCN(CC(=O)Nc2ccccc2Cl)CC1	-3	6	-1	-12	-1.1	-2	-9	3	-1.7
30	Cc1ccc(Nc2nc(CSc3nnnn3-c3ccccc3)cc(=O)[nH]2)cc1	-7	1	2	-3	-2.2	46	-9	-2	-2.8
31	Cc1nccn1-c1c2c(c(C#N)c3nc4ccccc4n13)CCC2	8	·	-4	·	·	17	-15	·	·
32	O=C(CSc1nnnn1-c1ccccc1)Nc1ncc(Cc2cccc(Cl)c2Cl)s1	-7	1	1	-4	-2.7	-13	8	2	-1.1
33	O=C(NC1CCCCCCC1)NC1CCCCC1	4	5	8	-5	-1.1	19	0	-11	-2.7
34	Cc1cc(C)cc(OCc2ccc(C(=O)O)o2)c1	6	6	1	-4	0.5	7	5	8	0.8
35	Cc1cc(C)nc(SC2CCCCC2NS(=O)(=O)c2ccc(Cl)cc2)n1 (stereo not given)	-1	1	0	-3	-4.3	1	-11	4	-2.7
36	O=C1C(=O)N(CC2CCCO2)C(c2ccccc2[N+](=O)[O-])/C1=C(/O)c1ccccc1 (stereo not given)	2	3	5	10	-3.1	11	7	-1	-3.3
37	O=C(CCNC(=O)c1ccccc1Cl)NCc1ccncc1	·	1	5	-1	·	·	7	·	·
38	O=C(O)CSc1nc2c(c(=O)[nH]1)CCCC2	2	-4	2	-5	-1.3	13	-4	4	-3.8
39	C/C(=N\O)c1ncc(C(F)(F)F)cc1Cl	-15	-1	0	-2	-3.3	6	-7	-2	-2.6
40	Cc1cc(C)c(N2C(=NC(=O)CCCC(=O)O)SC3CS(=O)(=O)CC32)c(C)c1 (stereo not given)	-1	3	-2	2	-3.0	15	8	-4	-5.6
41	C/C(=N\NC(=O)C(C)Sc1ccccc1)c1ccc([N+](=O)[O-])cc1 (stereo not given)	-4	12	2	-5	-1.2	3	-11	0	-3.2
42	O=C(CCN1C(=O)/C(=C/c2ccccc2F)SC1=S)NC1C=CS(=O)(=O)C1 (stereo not given)	-2	2	6	0	-1.9	-8	6	28	1.9
43	Cc1ccc(NC(=O)c2ccc3c(c2)OCCO3)cc1	0	2	5	-4	-2.9	20	0	-18	-3.6
44	N=C1c2ccccc2CN1NC(=O)c1cccc(S(=O)(=O)N2CCCCC2)c1	-1	-3	1	2	-3.8	-6	-18	0	-3.0
45	CC(=O)c1sc2nc(-c3cccs3)ccc2c1N	-2	-4	6	-2	-2.7	6	13	11	-1.7
46	Cc1ccc(C(=O)NCC(C)NC(=O)c2ccc(C)c([N+](=O)[O-])c2)cc1[N+](=O)[O-] (stereo not given)	·	6	9	-5	·	·	14	·	·
47	COc1ccc(CNC(=O)COc2ccc(OC)cc2)cc1	-11	4	1	-9	-3.8	-13	16	1	-4.2
48	COc1ccc(C2CC(c3ccccc3Cl)Nc3ncnn32)cc1OC (stereo not given)	5	-3	1	-1	-0.7	-14	-20	-2	-3.4
49	COc1cc(/C=N/Nc2ccc([N+](=O)[O-])cn2)cc(OC)c1O	-10	3	·	-10	-3.5	-9	-4	4	-10
50	Cc1nc2ccccc2c2c1C(=O)N(c1cccc(C(=O)O)c1)C2=O	-1	5	-2	-4	-1.3	14	-9	-2	-1.6
51	O=C(CN1C(=O)NC2(CCCCCC2)C1=O)NC1CC1	-5	5	3	-4	-1.6	7	19	-3	-2.2
52	CCN(CC)c1ccc(C(=O)OCC(=O)N(C)Cc2ccccc2)cc1	-7	2	-2	-5	-0.7	-4	-9	-5	-1.4
53	Cc1cn(C2CCC(CO)O2)c(=O)[nH]c1=O (stereo not given)	-8	6	·	-7	-2.1	-13	-4	-3	-2.9
54	O=P(O)(O)c1cc(-c2ccccc2)oc1-c1ccccc1	1	6	6	-5	30*	-6	-13	9	22*

Look-ups from the list:
CRFR2-BP antag, Cc1nc2ccccc2c2c1C(=O)N(c1cccc(C(=O)O)c1)C2=O = -9
CRFR2-BP antag, Cc1cn(C2CCC(CO)O2)c(=O)[nH]c1=O (stereo not given) = -4
IMP-1 inh, CCN(CC)c1ccc(C(=O)OCC(=O)N(C)Cc2ccccc2)cc1 = -1.4
CRFR2-BP antag, Cc1ccc(C(=O)NCC(C)NC(=O)c2ccc(C)c([N+](=O)[O-])c2)cc1[N+](=O)[O-] (stereo not given) = 14
SUMO HTRF inh, COc1ccc(CNC(=O)COc2ccc(OC)cc2)cc1 = -13
GalR3 antag, O=C(CN1C(=O)NC2(CCCCCC2)C1=O)NC1CC1 = -4
